FBA Mtb inh – inhibits M. tuberculosis FBA enzyme | P9WQA3 | AID 588726 | inhibition, % at 1 µM | purified M. tuberculosis FBA, fluorescence read-out | actives 2.3% (n = 360,000); in the data active means inhibition above about 27%;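 further: 0% = vehicle and 100% = reference inhibitor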
Target sequence (P9WQA3 whole entry, looked up): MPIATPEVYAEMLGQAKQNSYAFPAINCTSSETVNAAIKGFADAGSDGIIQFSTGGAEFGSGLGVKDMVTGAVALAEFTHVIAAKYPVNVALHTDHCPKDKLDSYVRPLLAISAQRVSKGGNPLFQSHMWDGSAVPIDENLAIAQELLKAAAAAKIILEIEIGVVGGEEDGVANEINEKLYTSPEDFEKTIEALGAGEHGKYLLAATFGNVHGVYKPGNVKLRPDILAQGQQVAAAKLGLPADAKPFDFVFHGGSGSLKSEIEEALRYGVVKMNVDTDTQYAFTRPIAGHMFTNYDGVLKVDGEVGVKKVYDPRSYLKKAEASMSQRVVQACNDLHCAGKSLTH
FadD28 binding – inhibitors of Mycobacterium tuberculosis FadD28 bisubstrate binding | FadD28 bisubstrate probe binding, fluorescence polarization | AID 588549 | inhibition, % at 12.5 µM | actives 0.22% (n = 360,000); in the data active means inhibition above about 8.5%, passing the limit was not always enough
Y pestis TopoI – Y. pestis Topo-I inhibition via cleavage products. actives 0.064% (n = 360,000). activity, % at 10 µM. Y. pestis Topo-I cleavage product accumulation, plate reader. AID 504884; in the data active means activity above about 50%, passing the limit was not always enough; further: inactives centre near 2
GDH-TPI inh – counter-screen for M. tuberculosis FBA inhibitors: GDH-TPI coupled enzymes | GDH-TPI coupled enzyme counterscreen, NADH absorbance | inhibition, % at 4.8 µM | actives 1.2% (n = 360,000) | AID 588335; in the data active means inhibition above about 30%;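 further: 0% = DMSO wells and 100% = wells lacking the enzyme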
TcdB inh – inhibitors of Clostridioides difficile toxin B glycohydrolase. P18177. TcdB glycohydrolase enzymatic assay, plate reader. inhibition, % at 9.99 µM. actives 0.24% (n = 350,000). AID 652162; in the data active means inhibition above about 10%
UGM FP inh – inhibitors of M. tuberculosis UDP-galactopyranose mutase | P9WIQ1 | purified UGM, fluorescence polarization probe displacement | inhibition, % at 10 µM | actives 0.06% (n = 320,000) | AID 504406; in the data active means inhibition above about 10%, passing the limit was not always enough
Target sequence (P9WIQ1 whole entry, looked up): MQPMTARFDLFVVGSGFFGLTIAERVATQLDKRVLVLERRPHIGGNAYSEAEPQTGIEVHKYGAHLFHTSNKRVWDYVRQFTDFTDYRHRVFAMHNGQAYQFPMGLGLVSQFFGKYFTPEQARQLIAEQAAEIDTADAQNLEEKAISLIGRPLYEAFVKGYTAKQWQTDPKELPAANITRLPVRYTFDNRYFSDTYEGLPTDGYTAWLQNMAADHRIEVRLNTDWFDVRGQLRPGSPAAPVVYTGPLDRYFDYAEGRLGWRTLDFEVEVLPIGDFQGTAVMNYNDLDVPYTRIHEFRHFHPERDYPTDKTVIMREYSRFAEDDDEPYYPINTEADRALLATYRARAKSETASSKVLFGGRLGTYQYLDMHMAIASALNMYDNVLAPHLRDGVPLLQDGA
Mtb BioA inh – inhibitors of Mycobacterium tuberculosis BioA enzyme | purified M. tuberculosis BioA enzyme, plate reader | inhibition, % at 9.99 µM | actives 0.096% (n = 360,000); in the data active means inhibition above about 40%
PfHsp40 yeast – restores yeast growth despite PfHsp40 toxicity; S. cerevisiae expressing PfHsp40, growth rescue, ATP luminescence; actives 0.68% (n = 340,000); growth rescue, % at 12.5 µM; AID 504582; in the data active means growth rescue above about 28%, passing the limit was not always enough;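 further: yeast W303a lacking pdr1 and pdr3 grown in galactose medium; growth measured after three days at 30 °C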
Vc quorum ag – quorum light induction in luxS cqsA deficient V. cholerae. V. cholerae BH1578 lux reporter, luminescence, 6 h. activation, % at 18.7 µM. actives 0.16% (n = 350,000); in the data active means activation mostly above about 9.7%, no sharp cut-off; further: not every result past the cut was called active; inactives centre near 0; reference of the scale not given here
Active calls of the source: *; i = inactive; . = not tested or not shown; + = active, no number; & = joins results of further samples. Rows are unselected (roughly 4.6% active in at least one column).

SMILES	FBA Mtb inh	FadD28 binding	Y pestis TopoI	GDH-TPI inh	TcdB inh	UGM FP inh	Mtb BioA inh	PfHsp40 yeast	Vc quorum ag
CC(C)n1nnnc1SCC(=O)Nc1ccccc1F	0.8	-3.2	1.9	-5.3	0.9	0.2	0.3	-0.7	-1.2
Cc1c(CN2CCC(n3nccc3NC(=O)CCc3ccccc3)CC2)cnn1C	1.5	0.8	5.4	2.6	1.0	1.0	1.0	1.5	-2.0
CCN(CC)C(=O)c1ccc(COc2ccccc2Cl)o1	3.9	-2.5	13.5	5.2	-2.5	-2.0	.	0.1	i
CC(=O)Nc1ccc2c(c1)N(C(C)=O)c1ccccc1CC2	-0.1	-0.4	5.1	-1.3	0.7	3.0	.	-0.5	i
Cc1cc(C)n2ncc(C(=O)Nc3ccc4c(c3)OCO4)c2n1	2.4	-1.0	-7.1	11.9	.	-0.3	0.8	0.4	-0.9
COC(=O)c1cc(S(=O)(=O)N2CCN(C(=O)c3ccco3)CC2)cn1C	0.4	-5.3	3.0	7.6	0.2	2.0	1.0	0.2	1.0
Cc1ccc(C)c(N(C(=O)c2csnn2)C(C(=O)NC2CCCC2)c2cccnc2)c1 (stereo not drawn)	3.5	-0.1	-1.7	12.6	-1.3	-2.9	-6.3	0.9	-0.2
CC(=O)NCCNC(=O)C1Cc2c(-c3cccc(NC(C)=O)c3)ccnc2O1 (stereo not drawn)	-1.9	0.8	-2.6	7.3	0.0	.	-0.5	.	-0.3
COc1cc(C(=O)N(C)CCOc2ccccc2)ccc1OCC(=O)Nc1cccc(C(F)(F)F)c1	-2.3	-3.2	34.7	8.6	1.5	4.0	-0.2	8.1	-1.8
CC(C)CC1Nc2ncnc(N3CCN(c4ccccn4)CC3)c2N(Cc2ccc(Cl)cc2)C1=O (stereo not drawn)	-2.8&1.5	-5.3&-2.3	34.6	5.2	0.1&2.4	-3.4	-1.1&-3.4	-0.9	-4.0
Cc1ccnc(NS(=O)(=O)c2ccc(NC(=O)Cc3ccc(Cl)cc3)cc2)n1	1.4	0.2	-7.9	-2.1	0.2	1.3	0.3	-1.7	-0.5
CC(C)CN(C(=O)CCC1CCCCC1)c1c(N)n(CC(C)C)c(=O)[nH]c1=O	-2.3	-2.9	13.1	0.7	1.0	.	.	-1.3	-0.7
CC(C)c1ccc(NC(=O)CNC(=O)Cn2cnc3ccccc3c2=O)cc1	-3.1	-4.2	-10.5	-7.3	-6.4	-2.0	.	0.2	-0.1
c1ccc(CNc2ncnc3c2cnn3Cc2ccccc2)cc1	-2.6	-1.6	-1.3	7.8	2.7	0.1	5.0	3.6	-0.4
CN(CC(=O)Nc1ccccc1Cl)C(=O)CSc1nncs1	5.1	-0.9	-7.7	7.2	1.0	1.2	2.4	0.5	i
COc1cccc(N2CC(C(=O)Nc3c(C)cccc3C)CC2=O)c1 (stereo not drawn)	-1.1	1.2	-6.4	12.4	.	-0.3	-1.6	-0.7	8.3
O=S(=O)(c1cccc2nsnc12)N1CCNCC1	0.2	-1.7	4.8	-4.5	3.3	5.1	.	-0.6	i
CCc1ccc(NC(=O)c2cnc(SC)nc2C)cc1	8.2	-2.6	2.4	6.9	0.6	0.2	-0.1	1.1	i
CC(C)n1cc(C(=O)c2ccccc2O)cc(C#N)c1=O	-0.5	-1.7	1.9	29.3	-0.1	-1.3	-1.3	-1.4	i
CC(Oc1ccc2cc(-c3ccccc3)c(=O)oc2c1)C(=O)NCC1CCC(C(=O)O)CC1 (stereo not drawn)	+	-1.4	4.4	36.3*	0.9	5.6	3.0	-0.1	-0.6
NS(=O)(=O)c1cccc(N2CCNCC2)c1	1.3	-1.8	0.9	5.1	4.6	-0.9	.	-0.5	-0.3
COC(=O)c1ccc(C(=O)Nc2ccc3nc(-c4ccncc4)[nH]c3c2)cc1	-0.7	-6.2	-3.2	22.3	-0.2	0.1	-1.1	-2.0	-1.0
COc1ccc(-c2ccnc3[nH]n(-c4ccccc4)c(=O)c23)cc1	-3.4	-4.0	-3.6	-1.5	-0.1	1.6	-1.0	-0.2	-0.7
COc1cc(N)cc(NC(=O)c2ccncc2)c1	-0.4	-6.3	-3.7	-3.1	.	-2.2	1.7	4.6	-0.1
Cc1ccccc1C(C)(O)c1cnc(C)n1Cc1ccccc1 (stereo not drawn)	-0.2	-3.0	5.3	0.0	2.3	.	1.2	.	-0.3

Four of the compounds above, with each value named:
> COc1cc(N)cc(NC(=O)c2ccncc2)c1
  FBA Mtb inh = -0.4
  FadD28 binding = -6.3
  Y pestis TopoI = -3.7
  GDH-TPI inh = -3.1
  TcdB inh = .
  UGM FP inh = -2.2
  Mtb BioA inh = 1.7
  PfHsp40 yeast = 4.6
  Vc quorum ag = -0.1

> CC(C)n1cc(C(=O)c2ccccc2O)cc(C#N)c1=O
  FBA Mtb inh = -0.5
  FadD28 binding = -1.7
  Y pestis TopoI = 1.9
  GDH-TPI inh = 29.3
  TcdB inh = -0.1
  UGM FP inh = -1.3
  Mtb BioA inh = -1.3
  PfHsp40 yeast = -1.4
  Vc quorum ag = i

> CC(C)c1ccc(NC(=O)CNC(=O)Cn2cnc3ccccc3c2=O)cc1
  FBA Mtb inh = -3.1
  FadD28 binding = -4.2
  Y pestis TopoI = -10.5
  GDH-TPI inh = -7.3
  TcdB inh = -6.4
  UGM FP inh = -2.0
  Mtb BioA inh = .
  PfHsp40 yeast = 0.2
  Vc quorum ag = -0.1

> CCc1ccc(NC(=O)c2cnc(SC)nc2C)cc1
  FBA Mtb inh = 8.2
  FadD28 binding = -2.6
  Y pestis TopoI = 2.4
  GDH-TPI inh = 6.9
  TcdB inh = 0.6
  UGM FP inh = 0.2
  Mtb BioA inh = -0.1
  PfHsp40 yeast = 1.1
  Vc quorum ag = i

The listing picks up with the two entries that preceded the break.
SMILES	FBA Mtb inh	FadD28 binding	Y pestis TopoI	GDH-TPI inh	TcdB inh	UGM FP inh	Mtb BioA inh	PfHsp40 yeast	Vc quorum ag
COc1cc(N)cc(NC(=O)c2ccncc2)c1	-0.4	-6.3	-3.7	-3.1	.	-2.2	1.7	4.6	-0.1
Cc1ccccc1C(C)(O)c1cnc(C)n1Cc1ccccc1 (stereo not drawn)	-0.2	-3.0	5.3	0.0	2.3	.	1.2	.	-0.3
CN(C)C(=O)C(Sc1ccc(S(=O)(=O)N2CCCC2)cn1)c1ccccc1 (stereo not drawn)	1.5	-2.1	13.8	1.6	0.6	.	-2.5	-0.2	0.7
COc1ccc(NC(=O)CN(C)C(=O)c2cccnc2Sc2ccc(C)c(C)c2)cc1	1.5	-0.1	15.4	8.8	1.1	.	.	-0.3	i
O=C(O)C1CCC(=O)N1C1c2ccccc2Oc2ccccc21 (stereo not drawn)	0.3	-1.4	7.5	0.0	1.3	-0.6	-1.8	-0.2	-0.9
CN(C)CCN(C(=O)C1CCN(S(=O)(=O)c2cccs2)CC1)c1nc2c(F)cccc2s1	10.0	-0.5	-17.1	9.4	0.3	-0.5	-5.0	-1.8	i
Cc1ccc(C(=O)Nc2nc(-c3ccccn3)cs2)s1	6.2	-4.3	-12.9	7.5	-2.2	-0.9	0.5	58.9*	0.0
COc1cccc(N/C(SCc2cccc([N+](=O)[O-])c2)=C(/C#N)C(=O)NCc2cccs2)c1	-0.9	-5.0	18.9	16.7	1.3	-4.1	-0.8	1.4	-0.4
CCC(C)C(NC(=O)OC(C)(C)C)C(=O)NC(C)C(N)=O (stereo not drawn)	0.0	0.6	-4.6	-1.6	0.2	3.4	.	0.8	i
CN(c1ccccc1C(=O)Nc1ccc2c(c1)OCCO2)S(C)(=O)=O	1.2	-1.4	5.2	0.9	.	-6.3	4.6	-0.4	3.1
O=C(NCCCN=C1NS(=O)(=O)c2ccccc21)c1ccc(S(=O)(=O)N2CCCCC2)cc1	0.5	1.2	3.4	2.8	.	1.0	0.7	1.0	0.3
Nn1cc(-c2ccccc2)nc1SCC(=O)N1CCN(S(=O)(=O)c2ccccc2)CC1	1.3	-1.0	11.9	2.4	.	-1.1	0.3	2.0	i
CCOC(=O)Cc1c(C)nc2cc(-c3ccc(C(C)(C)C)cc3)[nH]n2c1=O	6.4	-2.8	3.5	13.1	.	3.1	-0.8	0.5	-0.2
C/C(=N\NC(=S)NC1CCCCC1)c1ccc(Cl)c(Cl)c1	1.5	-0.7	0.2	6.5	0.3	-0.5	.	-0.6	i
CC(C)(C)N(Cc1cc2ccccc2[nH]c1=O)C(=O)c1cccnc1	7.3	-0.5	1.5	17.4	.	2.7	-1.4	0.3	-3.4
Cc1nnc(NC(=O)C2CCN(S(=O)(=O)c3ccc(F)c(F)c3)CC2)o1	1.1	-2.6	1.8	-0.3	4.2	1.7	-0.6	-2.1	-0.9
N#Cc1nc(Cc2ccccc2)oc1NCCCn1ccnc1	-3.1	-3.4	8.3	-12.7	1.5	3.1	4.1	1.7	i
COc1ccc(C(=O)NNC(=S)NC(=O)C(C)(C)C)cc1	-2.9	-2.5	-3.6	11.1	0.5	-2.2	-0.5	0.0	-0.6
CCc1cccc(NC(=O)CCCN2C(=O)C(c3ccccc3)Oc3cccnc32)c1 (stereo not drawn)	-1.9	-2.6	28.9	6.5	-0.9	0.7	.	-0.8	i
O=C(COc1ccc2c(-c3ccccc3)cc(=O)oc2c1)N1C[C@H]2C[C@@H](C1)c1cccc(=O)n1C2	4.1	-0.8	4.9	17.4	-0.7	.	7.9	.	-0.5
O=C(COc1ccc2ccc(=O)oc2c1)NC1CCS(=O)(=O)C1 (stereo not drawn)	21.3	1.6	-7.4	18.6	7.1	1.4	-0.3	.	-0.1
O=C(O)C(O)c1ccccc1 (stereo not drawn)	-1.1&-0.3	-2.1&-2.2	-0.2&-8.6	-0.5&-12.1	1.3&0.5	4.4&-3.9	-0.2&-2.8	-1.6&-0.3	-3.6
COc1ccc(Br)cc1CNC(=O)C1CCCN(S(=O)(=O)N2CC(C)CC(C)C2)C1 (stereo not drawn)	-5.2	-3.7	30.3	-3.0	2.9	-0.3	-0.3	0.4	i
COc1cc2c(cc1OC)C(C1(O)CCCCC1)NCC2 (stereo not drawn)	5.1	-1.4	9.2	4.6	0.1	1.2	-1.3	-1.3	-0.6
Cc1cc(=O)oc(C)c1C(=O)NCCC(C)C	-0.5	-2.3	-2.1	31.8*	0.3	-1.6	0.5	0.1	4.0
CCOc1ccc(N(CC(=O)OC)S(=O)(=O)c2ccc3c(c2)n(C)c(=O)c(=O)n3C)cc1	2.0	-4.8	0.5	2.4	-0.1	0.6	-2.0	-1.6	-0.3
Cc1ccc(CN(C)CCc2ccccn2)cc1	1.3	-1.1	-3.4	-3.4	.	-0.8	-2.0	0.0	-2.8
CSc1cccc(NC(=O)CN(C)S(=O)(=O)c2ccc(F)cc2)c1	0.2	-2.8	-1.2	2.2	.	-1.4	0.6	12.6	0.1
COc1ccc(-c2cc(C(=O)NCCN3CCOCC3)c3ccccc3n2)cc1	47.0*	-2.8	2.7	17.7	.	-1.6	-2.5	0.3	-7.7
O=C(COC(=O)C1CC(=O)N(Cc2ccco2)C1)c1ccc(OC(=O)c2ccccc2)cc1 (stereo not drawn)	1.4	0.7	3.3	9.9	.	-1.0	-3.0	-2.0	i
COc1ccc(C(=O)CNc2ccccc2Br)cc1	-0.6	-0.9	1.3	-2.6	0.1	0.2	-1.6	2.1	i
